# Mcl1-Noxa inh = Mcl-1/Noxa binding inhibitors, primary screen, biochemical, TR-FRET, 1536-well | Induced myeloid leukemia cell differentiation protein Mcl-1 (Homo sapiens), Q07820 | TR-FRET Mcl-1/Noxa peptide binding, 2 h | inhibition, % at 21.7 µM | actives 1.5% (n = 220,000) | AID 1022, 2008;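 active = compounds that cut the protein-peptide binding signal by more than 50% relative to plate controls in a single-dose test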;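 note: His-tagged Mcl-1 with rhodamine Noxa BH3 peptide and terbium anti-His antibody; 0% = Mcl-1 plus Noxa peptide wells and 100% = peptide-only wells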
# Target sequence (Q07820 whole entry, looked up): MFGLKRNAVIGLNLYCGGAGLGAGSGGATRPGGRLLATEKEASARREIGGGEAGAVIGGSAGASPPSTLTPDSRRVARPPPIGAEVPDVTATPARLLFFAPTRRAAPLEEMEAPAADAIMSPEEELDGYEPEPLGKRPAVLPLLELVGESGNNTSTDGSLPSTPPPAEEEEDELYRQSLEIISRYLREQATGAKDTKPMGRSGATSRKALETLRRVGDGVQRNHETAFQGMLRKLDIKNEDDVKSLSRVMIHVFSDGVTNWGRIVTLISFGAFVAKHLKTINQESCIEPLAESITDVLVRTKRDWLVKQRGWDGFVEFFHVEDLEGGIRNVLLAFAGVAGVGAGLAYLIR
# ABCB1 block = ABCB1 efflux pump inhibitors, primary screen, cell-based, multiplex, flow cytometry, ABCG2 counter-screen. ATP-dependent translocase ABCB1 (Homo sapiens), P08183. CCRF-Adr cells, JC-1 efflux. inhibition, % at 6.6 µM. actives 0.067% (n = 190,000). AID 1326, 2008; in the data active = inhibition above about 40%;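 note: 0% = vehicle and 100% = reference inhibitor; higher value means more JC-1 retained so stronger ABCB1 efflux block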
# Avidin bead fluor = green autofluorescence of compounds with avidin beads – biophysical, 488/530 nm, flow cytometry, artefact control, profiling panel; compound fluorescence 488/530 nm; active compounds read high; fluorescence (KMESF) at 10 µM; actives 0.38% (n = 220,000); in the data active = fluorescence above about 47; note: inactives centre near 10
# RGS7-Gao reg = RGS7-Galphao binding modulators, primary screen, biochemical, multiplexed bead flow cytometry | Guanine nucleotide-binding protein G(o) subunit alpha (Homo sapiens), P09471 | AID 1439, 2008 | binding response (% of control), % at 10 µM | actives lie on both sides | actives 0.35% (n = 220,000); in the data active = binding response below about 49% or above about 150%; inconclusive = no clear call, values can overlap the other calls; inactive = in between;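 note: fluorescent Galphao held in activated GDP-AlF4 state binding bead-coupled RGS7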
# Target sequence (P09471 whole entry, looked up): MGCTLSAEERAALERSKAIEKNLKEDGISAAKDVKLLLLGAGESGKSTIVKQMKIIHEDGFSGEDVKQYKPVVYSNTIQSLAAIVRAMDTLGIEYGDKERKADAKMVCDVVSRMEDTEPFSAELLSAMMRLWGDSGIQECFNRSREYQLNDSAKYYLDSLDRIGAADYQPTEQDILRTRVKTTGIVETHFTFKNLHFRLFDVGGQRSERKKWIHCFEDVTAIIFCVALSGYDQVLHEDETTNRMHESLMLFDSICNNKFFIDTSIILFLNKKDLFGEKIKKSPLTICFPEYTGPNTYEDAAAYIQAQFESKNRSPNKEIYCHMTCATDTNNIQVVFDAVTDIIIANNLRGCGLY
# RGS8-Gao = RGS8-Galphao binding modulators, primary screen, biochemical, multiplexed bead flow cytometry. actives 0.34% (n = 220,000). response (percent of control binding), % at 10 µM. AID 1423, 2008. Guanine nucleotide-binding protein G(o) subunit alpha (Homo sapiens), P09471. actives lie on both sides; in the data active = response below about 60% or above about 140%; inactive = in between;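 note: Galphao activated as the GDP aluminium fluoride complex binding bead-coupled RGS8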
# Pf gametocyte = late stage P. falciparum gametocyte viability inhibitors, primary screen, ATP luminescence, HTS. actives 0.065% (n = 150,000). P. falciparum stage V gametocytes, 24 h. AID 743093, 2013. inhibition, % at 10.9 µM;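 active = inhibition above the mean plus 3 SD of compounds within the control limits, set per campaign, cut at about 38% in these data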;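 note: 0% = DMSO wells and 100% = medium only without gametocytes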
# RGS4-Gao reg = modulators of RGS4 binding to Galphao, primary screen, biochemical, multiplexed bead flow cytometry. Guanine nucleotide-binding protein G(o) subunit alpha (Homo sapiens), P09471. actives lie on both sides. binding response (% of control), % at 10 µM. actives 0.33% (n = 220,000). AID 1415, 2008; in the data active = binding response below about 49% or above about 150%; inactive = in between;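 note: fluorescent Galphao activated with aluminum fluoride binding bead-coupled RGS4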
# GSH fluor = compound fluorescence on glutathione beads, profiling panel, artefact control, biophysical, 488/530 nm, flow cytometry. GSH beads flow cytometry, compound fluorescence 488/530 nm; active compounds read high. fluorescence (KMESF) at 10 µM. actives 0.25% (n = 190,000); in the data active = fluorescence above about 89;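 note: glutathione beads carrying GST-tagged Bcl family fusion proteins plus one bare bead set; values are compound well signal with DMSO vehicle wells as background; inactives centre near 16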
# Mcl1-Bid inh = Mcl-1/Bid binding inhibitors, primary screen, biochemical, TR-FRET, 1536-well; Induced myeloid leukemia cell differentiation protein Mcl-1 (Homo sapiens), Q07820; TR-FRET Mcl-1/Bid-Dy647 peptide binding; AID 1021, 2008; actives 0.97% (n = 220,000); inhibition, % at 21.7 µM;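 active = compounds that cut the binding signal by more than half at the single screening dose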;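 note: His-tagged Mcl-1 with europium anti-His antibody binding Bid BH3 peptide; 0% = Mcl-1 plus peptide wells and 100% = peptide-only wells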
# ABCG2 inh = ABCG2 efflux pump inhibitors, primary screen, multiplex with ABCB1, IgMXP3 cells, flow cytometry; actives 0.1% (n = 190,000); AID 1325, 2008; inhibition, % at 6.6 µM; JC-1 efflux; Broad substrate specificity ATP-binding cassette transporter ABCG2 (Homo sapiens), Q9UNQ0;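 active = inhibition above 80%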;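 note: 0% = DMSO and 100% = nicardipine control wells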
#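 Test system: IgMXP3 (ABCG2) plus far-red-tagged CCRF-Adr (ABCB1) cells. Reagent: JC-1 dye as substrate. Timing: 10 min exposure at 25 °C with rotation, no wash. Measured by: flow cytometric JC-1 green MFI at 530 nm. Read-out: percent efflux inhibition, scaled nicardipine 100% to DMSO 0%. Control set: nicardipine and DMSO wells.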
# Bim-Mcl-1 = inhibitors of Bim peptide binding to Mcl-1, primary screen, biochemical, bead-based flow cytometry, multiplex; Induced myeloid leukemia cell differentiation protein Mcl-1 (Homo sapiens), Q07820; Bim peptide-Mcl-1 binding; inhibition, % at 10 µM; actives 0.1% (n = 190,000); AID 1009, 2008; in the data active = inhibition above about 40%;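 note: 0% = no compound tracer wells and 100% = peptide blocker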
# The depositor's hits bear a star; u = inconclusive; x = no result given.
mol	Mcl1-Noxa inh	GSH fluor	ABCG2 inh	Avidin bead fluor	RGS4-Gao reg	Bim-Mcl-1	Pf gametocyte	Mcl1-Bid inh	RGS7-Gao reg	RGS8-Gao	ABCB1 block
O=C(O)C1CC(=O)N(Cc2ccc(F)cc2)C1 (stereo unspecified)	20	47	1	2	104	2	x	12	94	96	0.2
COC(=O)c1ccc(N/C(=N/S(=O)(=O)c2ccccc2)c2ccccc2)cc1	-23	12	2	13	95	-2	20	-35	97	96	2.1
Cc1onc(-c2c(F)cccc2Cl)c1C(=O)OCC(=O)NC1CC1	21	7	7	17	105	-1	18	-3	106	114	1.6
Cc1ccc(C(=O)NC(NCC2CCCO2)C(Cl)(Cl)Cl)cc1 (stereo unspecified)	-3	18	1	12	84	-3	18	-6	97	93	0.1
COc1cc(/C=C2/SC(=S)N(c3ccccc3)C2=O)ccc1Oc1nc(N2CCOCC2)nc(N2CCOCC2)n1	6	9	-8	8	90	1	3	2	102	96	-0.8
CCCCN(C(=O)c1cc2ccccc2o1)c1c(N)n(CCC)c(=O)[nH]c1=O	15	15	6	3	95	-2	2	-1	97	90	0.4
CCOC(=O)C(NC(=O)c1ccccc1Cl)(Nc1ccc(C)c(C)c1)C(F)(F)F (stereo unspecified)	5	13	8	9	99	-2	8	-21	101	98	0.9
COc1ccc(C(=O)NC(=S)NNC(=O)c2c(-c3ccccc3)noc2C)cc1OC	-78	x	x	7	100	x	-9	-134	u	102	x
O=C(NCc1ccc(F)cc1F)c1cc(COc2c(F)cccc2F)on1	12	9	15	9	103	0	4	-34	107	103	2.1
COc1ccc(CNC(=O)C/C(C)=N/NC(=O)c2cnccn2)cc1	1	14	-1	10	105	-3	x	-23	104	105	-0.4
COC(=O)c1cccc(C(=O)Nc2ccc(C)cc2)n1	12	5	0	14	94	0	x	-4	100	97	0.1
O=C(COC(=O)CC(NC(=O)c1ccccc1Cl)c1ccccc1)Nc1cccc(F)c1 (stereo unspecified)	-3	21	6	13	101	-4	4	72*	99	103	1.3
Cc1[nH]c2ccc(-c3nnc(SCC(=O)c4ccc(F)cc4)o3)cc2c1C	20	17	-1	36	102	1	2	-4	103	102	-0.5
CCN(CC)S(=O)(=O)c1cc(C(=O)Nc2ccncc2)ccc1Cl	16	27	9	9	99	-1	x	-3	99	101	0.2
CCOC(=O)C1CCCN(c2c(Nc3ccc(OCC)cc3)c(=O)c2=O)C1 (stereo unspecified)	22	27	2	5	91	0	x	-16	92	88	-2.0
CCOC(=O)c1oc2ccccc2c1NC(=O)c1ccc(S(=O)(=O)N(C)C)cc1	5	17	4	15	103	-1	x	-15	100	101	0.3
CCOc1ccc(C2C(C(=O)c3cccs3)=C(O)C(=O)N2Cc2cccnc2)cc1OC (stereo unspecified)	18	15	2	11	102	1	18	-30	101	99	0.7
Cc1[nH]c2c(ccc3cccnc32)c1C	3	x	x	4	97	x	-8	-147	u	100	x
Cc1cc(C)nc(N2CCC(C(=O)Nc3ccc4c(c3)OCCO4)CC2)n1	3	21	10	6	101	-1	-5	-13	101	102	1.4
Cc1ccc(NC(=O)CSc2nnc(-c3cnccn3)n2Cc2ccco2)cc1C	3	56	8	8	105	1	x	-35	101	101	1.1
O=C(Nc1ccc(Cl)c(Cl)c1)C1CC(=O)N(c2ccc(Br)cc2)C1 (stereo unspecified)	21	13	2	24	101	-2	x	13	108	105	-0.1
C/C(=N/Nc1ncc(C(F)(F)F)cc1Cl)c1ccncc1	17	10	25	10	101	0	14	-7	102	102	1.0
CCCCC1C2=C(CC(C)(C)CC2=O)OC2=C1C(=O)CC(C)(C)C2	6	15	8	25	102	-1	x	1	103	104	2.8
C=CCNC(=O)c1ccc(OC)cc1	-3	x	x	5	105	x	x	-25	u	103	x
CCCC(=NCCc1c(C)[nH]c2ccccc12)C1=C(O)CC(c2ccccc2)CC1=O (stereo unspecified)	10	13	-2	14	102	2	x	-32	100	103	0.1
Fc1ccc(-c2csc(N3CCSCC3)n2)cc1	8	14	8	9	101	0	-12	-12	96	100	1.1
COc1cccc(-c2nc(-c3ccc(NC(=O)c4cccnc4)cc3)no2)c1	-4	33	43	13	103	-5	-17	16	98	104	-0.7
COC(=O)Cc1ccc(NC(=S)Nc2cccc(C)n2)cc1	-9	19	5	5	106	-1	13	-16	112	107	0.6
CC(=O)c1sc(C(=O)O)c(-c2ccco2)c1-c1ccco1	5	x	x	3	99	x	-10	-13	u	100	x
CCOC(=O)Cn1c(=O)c(-c2ccccc2NC)nc2ccccc21	-12	41	7	9	100	-1	1	-103	97	101	-0.2
COc1cccc(-n2cnnn2)c1	7	28	0	14	98	-3	x	-17	96	99	-0.9
COCCn1c(N)c(S(=O)(=O)c2cccs2)c2nc3ccccc3nc21	25	14	4	25	98	0	-20	19	99	91	0.8
CCOc1ccc2nc(NCCNS(=O)(=O)c3ccccc3)c(C#N)cc2c1	-15	24	1	14	106	2	-9	1	103	102	0.0
O=C(CSc1ccc(F)cc1)Nc1ccc(Br)cc1	9	22	3	9	99	-2	-2	1	100	100	-0.5
Cc1ccc(NC(=O)C2(N(C(=O)Cn3nnnc3N)c3ccc(C)cc3)CCCCC2)cc1	3	81	0	12	97	-1	x	-27	97	104	0.2
CCOC(=O)c1sc2nc(CC(=O)OC)nc(NCc3ccc(F)cc3)c2c1C	8	14	13	34	102	1	26	-26	102	101	3.4
CC(C)Cn1c(=O)c(C(=O)Nc2ccccc2S(N)(=O)=O)c(O)c2ccccc21	0	10	-1	7	107	2	x	-16	102	106	-0.2
COc1ccccc1NC(=O)CNC(=O)c1ccccc1C	-14	35	8	11	100	-5	8	-25	99	101	0.2
COC(=O)c1ccc(NC(=S)NCc2ccco2)cc1	15	17	6	11	100	-2	x	-47	u	101	0.3
CCc1c(C)sc2nc3c(C(=O)N4CCOCC4)cc(C(=O)c4cc(F)ccc4O)cn3c(=O)c12	-3	12	-3	10	98	1	x	-13	u	99	0.4
Cc1csc(=Nc2c(C)n(C)n(-c3ccccc3)c2=O)n1-c1ccccc1	6	14	8	9	101	0	6	-36	u	101	1.0
CCCOc1ccc(OCCNC2CCCC2)cc1	4	15	2	14	78	0	-15	3	84	99	0.4
CCSc1ncc(Cl)c(C(=O)Nc2ccc(S(=O)(=O)Nc3onc(C)c3C)cc2)n1	25	6	0	10	100	3	1	-43	102	103	0.3
CC(=O)NCCOC(=O)Nc1sc(=S)n(C)c1C	16	18	1	x	x	-3	x	-25	x	x	0.3
CCOC(=O)C1(C(F)(F)F)N=C(C(F)(F)F)Nc2ccc(F)cc21 (stereo unspecified)	4	23	5	2	83	-2	x	1	97	86	1.9
CCCC(=O)Nc1cc(C(=O)O)ccc1Sc1ccc(C)cc1	10	9	0	8	97	2	9	-39	93	97	-1.0
Cc1c(NC2(C#N)CCCCC2)c(=O)n(-c2ccccc2)n1C	6	12	1	10	97	0	-1	-38	97	98	0.3
CC(C)(C)NC(=O)CN(C(=O)C1(C)CC(=O)N=C2C=CC=CN21)C1CCCC1 (stereo unspecified)	-2	12	0	40	95	-3	15	10	91	98	0.1
Cc1cccc(N/N=C(\C(N)=O)C2=NC(C)(C)Cc3ccccc32)c1	11	6	12	3	95	1	-4	-15	98	97	1.0
COc1ccc(N=C2S/C(=C\c3ccc(N4CCOCC4)o3)C(=O)N2CCc2c[nH]c3ccccc23)cc1	1	113*	23	23	99	-52	x	-2	96	91	24
Cc1cc(S(=O)(=O)n2cnc3ccccc32)c(C)cc1Cl	11	23	3	28	99	-2	10	-4	100	103	1.4
Cc1cc(Br)ccc1OCCCCN1CCCCC1	31	8	-1	7	105	-3	2	33	111	121	0.1
CC1(C)CC(=O)C(Sc2nnc(-c3ccc(O)cc3)n2CC2CCCO2)C(=O)C1 (stereo unspecified)	5	22	0	4	97	-2	36	-50	96	91	0.2
CNc1nc(OC)nc(N2CCOCC2)n1	-13	24	0	4	101	1	x	-21	99	102	0.1
COc1cc(S(=O)(=O)N(Cc2cccs2)C2CC2)ccc1-n1cnnn1	12	22	3	23	103	-3	21	1	102	102	1.0
Cc1ccc(OCCCC(=O)Nc2ccccc2C(F)(F)F)cc1	74*	23	10	12	97	-4	-3	-10	101	98	0.7
COc1cc(CN(C)Cc2cc(=O)n3ccsc3n2)ccc1OC(F)F	-1	16	1	7	97	-1	-1	-7	96	99	-0.2
CCOC(=O)c1cc(-c2ccc(/C=C3/C(=O)NC(=O)C(C#N)=C3C)o2)ccc1Cl	102*	13	-1	33	93	2	-9	93*	92	98	0.0
O=C(O)CCCN=Cc1c(O)c2ccccc2oc1=O	7	10	1	22	92	1	8	2	95	97	0.4
O=C(NNC1CC(=O)N(c2ccc(Br)cc2)C1=O)c1ccco1 (stereo unspecified)	7	18	2	10	101	-1	-22	-6	102	100	0.8

# More results follow:
mol	Mcl1-Noxa inh	GSH fluor	ABCG2 inh	Avidin bead fluor	RGS4-Gao reg	Bim-Mcl-1	Pf gametocyte	Mcl1-Bid inh	RGS7-Gao reg	RGS8-Gao	ABCB1 block
CC(=O)NC(=S)Nc1ccc(NC(=O)COc2ccc(C(C)C)cc2)cc1	1	10	5	6	100	-3	-6	-29	99	100	0.4
CC1C(=O)OC(c2ccc(Br)cc2)C(C)(C)C1=O (stereo unspecified)	0	x	x	4	96	x	-7	49	u	100	x
COc1ccc(C(=O)Nc2ccc(-c3nnn(CC(=O)NCc4ccco4)n3)cc2)cc1	-49	x	x	8	99	x	14	36	u	102	x
CCc1cc2cc(C)cc(C)c2nc1SCC(=O)N1CCN(C(=O)c2ccco2)CC1	9	16	6	20	97	-1	1	17	97	96	1.5

# Screening results deposited in PubChem by several laboratories.
